# Screening results (PubChem BioAssay)
# Fluorescein autfl: qHTS Assay for Spectroscopic Profiling in Fluorescein Spectral Region; 0.91% of 59,000 active; max fluorescein-equivalent concentration, M; AID 593, 2007; Compound autofluorescence, 480/540 nm, fluorescein-equivalent; stronger effect = higher value; in the data active = max fluorescein-equivalent concentration above about 10 nM; inconclusive = between about 1.1 nM and that limit
#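 Normalized response (dye-equivalent concentration) derives from comparing each well's 540 nm emission, under 480 nm excitation, with plate-resident fluorescein standards. Compounds were held in 100 mM Tris, pH 8.0, for 15 min at room temperature.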
# USP2a inh: qHTS Assay for Inhibitors of Ubiquitin-specific Protease USP2a; USP2a enzymatic assay, qHTS inhibition; 0.1% of 60,000 active; Ubiquitin carboxyl-terminal hydrolase 2 (Homo sapiens), O75604; Potency, µM (top dose mostly 38.3 µM), for inactives: top-dose activity change, negative = inhibition, actives largely listed as inhibitors; AID 927, 2007;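 note: potency is the fitted concentration of half-maximal effect; nearly all actives have a fitted effect of over 60% in size; plate controls were DMSO for no effect and NEM full inhibition control for full effect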
#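 20 nM USP2 core + cpd, 30 min RT; add 20 nM Ub-PLA2/20 uM NBD C6-HPC; read Ex460/Em535 at 0 h and 2.5 h. Normalized to NEM; qHTS curve fit/classification.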
# Rhodamine autofl: qHTS Assay for Spectroscopic Profiling in Rhodamine Spectral Region; max dye-equivalent concentration, M; 0.05% of 59,000 active; AID 594, 2007; Rhodamine-region fluorescence, 547/598 nm, Tris buffer; stronger effect = higher value; in the data active = max dye-equivalent concentration above about 11 nM; inconclusive = between about 1.1 nM and that limit
#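 Compound fluorescence in 100 mM Tris, pH 8.0, read after 15 min at room temperature with 547 nm excitation and 598 nm emission. Output is dye-equivalent concentration from an on-plate rhodamine standard series.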
# Texas Red fluor: qHTS Assay for Spectroscopic Profiling in Texas Red Spectral Region; Compound fluorescence, Texas Red channel, 547/618 nm; stronger effect = higher value; max dye-equivalent concentration, M; 0.06% of 59,000 active; in the data active = max dye-equivalent concentration above about 10 nM; inconclusive = between about 1.1 nM and that limit
#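 Dye-equivalent concentrations come from scaling compound signal (ex 547, em 618 nm) to six Texas Red standard concentrations run on every plate, after 15 min room-temperature incubation in pH 8.0 Tris (100 mM).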
# ERK AVP block: qHTS Assay for Inhibitors of the ERK Signaling Pathway using a Homogeneous Screening Assay | Potency, µM (titrated, usually from 57.5 µM), for the others: at the top dose activity, negative = inhibition, most hits filed as inhibitors | AID 995, 2007 | HEK293-V1b, vasopressin-stimulated pERK AlphaScreen | 0.99% of 72,000 active; note: potency is the fitted concentration of half-maximal effect; % is set by controls: 0 for no effect and ±100 for the full control effect; nearly all actives have a fitted effect of over 55% in size
#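 Overnight-seeded V1b-HEK293 cells in 1% FBS got compound, then vasopressin (25 nM final, 5 min, 37C), then lysis buffer. AlphaScreen detection of phospho-ERK; activity normalized to basal and full-stimulation controls.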
# HEK293 cAMP ctrl: qHTS Assay for Agonists of the Thyroid Stimulating Hormone Receptor: Activators of Intracellular cAMP Concentrations in Parental HEK 293. parental HEK293 CNG cAMP sensor, membrane potential fluorescence. Potency, µM (top dose mostly 57.1 µM), inactives show at the top dose activation, most hits filed as activators. 2.5% of 73,000 active. AID 938, 2007; note: potency is the fitted concentration of half-maximal effect; % of control where 0% means no effect; nearly all actives have a fitted effect of over 55% in size
#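 Counterscreen for endogenous-receptor signalling: CNG-channel HEK 293 cells report cAMP rise by membrane depolarization. After 60 min dye equilibration with 100 uM RO 20-1724, compounds incubated 30 min before bottom-read fluorescence at 590 nm.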
# Casp7 inh: qHTS Assay for Allosteric/Competitive Inhibitors of Caspase-7; P55210; recombinant caspase-7, Ac-DEVD-AFC fluorescence rate; Potency, µM (doses to about 57.5 µM), for the others: at the top dose activity change, negative = inhibition, actives largely listed as inhibitors; 0.02% of 75,000 active; AID 889, 2007; active = well fitted inhibition curve with a large enough effect in the main read-out, with a control signal flat, not every such curve was filed as active; inconclusive = small, poorly fitted or top-dose-only effect, or a change in a side signal; note: potency is the fitted concentration of half-maximal effect; % of control where 0% means no effect
# Target sequence (P55210 24-198 limits assumed): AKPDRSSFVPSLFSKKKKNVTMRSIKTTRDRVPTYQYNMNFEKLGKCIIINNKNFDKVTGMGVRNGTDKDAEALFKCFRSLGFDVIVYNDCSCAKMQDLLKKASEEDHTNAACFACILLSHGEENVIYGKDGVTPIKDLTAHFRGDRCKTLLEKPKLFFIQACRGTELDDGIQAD
# Target sequence (P55210 207-303 limits assumed): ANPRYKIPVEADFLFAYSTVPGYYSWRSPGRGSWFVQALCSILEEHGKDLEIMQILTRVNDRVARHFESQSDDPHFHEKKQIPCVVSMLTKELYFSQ
# HADH2 inhib: qHTS Assay for Inhibitors of HADH2 (Hydroxyacyl-Coenzyme A Dehydrogenase, Type II) | 3-hydroxyacyl-CoA dehydrogenase type-2 (Homo sapiens), Q99714 | recombinant HADH2, NADH fluorescence, beta-hydroxybutyryl-CoA | 3.4% of 73,000 active | AID 886, 2007 | Potency, µM (titrated, usually from 57.1 µM), inactives show at the top dose activity change, negative = inhibition, usual class: inhibitors; note: potency is the fitted concentration of half-maximal effect; % is set by controls: 0 for no effect and ±100 for the full control effect; nearly all actives have a fitted effect of over 60% in size; many of its hits are not listed in these tables
# Target sequence (Q99714 whole entry, looked up, one chain of several): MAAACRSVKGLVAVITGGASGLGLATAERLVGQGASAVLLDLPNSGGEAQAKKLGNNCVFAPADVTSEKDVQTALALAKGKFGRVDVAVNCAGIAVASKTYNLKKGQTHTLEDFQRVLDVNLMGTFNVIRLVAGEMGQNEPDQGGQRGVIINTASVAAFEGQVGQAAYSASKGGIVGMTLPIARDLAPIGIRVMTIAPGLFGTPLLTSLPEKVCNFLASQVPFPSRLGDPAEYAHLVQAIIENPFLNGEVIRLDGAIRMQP
#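 Activity measured as NADH fluorescence gain (360/450 nm), taken as the change between first and last reads of a 4-min kinetic run. Conditions: pH 9.0 Tris buffer, 20 nM E. coli-expressed His-tagged enzyme, 1 mM NAD+, 90 uM beta-hydroxybutyryl-CoA; 15-min compound preincubation.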
# Caspase-1 inhib: qHTS Assay for Allosteric/Competitive Inhibitors of Caspase-1; P29466; Caspase-1 enzyme, Ac-WEHD-AFC fluorogenic rate; Potency, µM (titrated, usually from 57.5 µM), without a hit: top-dose activity change, negative = inhibition, most hits filed as inhibitors; 0.03% of 75,000 active;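 note: potency is the fitted concentration of half-maximal effect; plate controls were vehicle for no effect and no substrate for full effect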
# Tau fil binding: qHTS Assay for Tau Filament Binding. Microtubule-associated protein tau (Homo sapiens), P10636. recombinant tau filaments, thioflavin S fluorescence, 15 h; filaments grown with octadecylsulfate alongside compound. Potency, µM (doses to about 57.1 µM), for inactives: at the top dose activity change, negative = inhibition. 2% of 71,000 active. AID 596, 2007;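 note: potency is the fitted concentration of half-maximal effect; % is set by controls: 0 for no effect and ±100 for the full control effect; actives lower thioflavin S fluorescence by blocking filaments or displacing dye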
#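 His-tagged recombinant human tau (exons 2, 3, 10; 1 uM final) fibrillized with 30 uM sodium octadecylsulfate, 15 h at 37 C, in pH 7.4 HEPES buffer with 10 uM thioflavine S and 5 mM DTT. Reduced ThS fluorescence (450/510 nm) marks activity.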
# Luciferase inh: qHTS Assay for Inhibitors of Firefly Luciferase; 2.2% of 72,000 active; Luciferin 4-monooxygenase (Photinus pyralis), P08659; Potency, µM (series often up to 57.1 µM), for the others: at the highest dose activity change, negative = inhibition, actives largely listed as inhibitors; purified firefly luciferase, luminescence, 8 min; AID 411, 2009; note: potency is the fitted concentration of half-maximal effect; % is set by controls: 0 for no effect and ±100 for the full control effect; nearly all actives have a fitted effect of over 40% in size
# Target sequence (P08659 whole entry, looked up): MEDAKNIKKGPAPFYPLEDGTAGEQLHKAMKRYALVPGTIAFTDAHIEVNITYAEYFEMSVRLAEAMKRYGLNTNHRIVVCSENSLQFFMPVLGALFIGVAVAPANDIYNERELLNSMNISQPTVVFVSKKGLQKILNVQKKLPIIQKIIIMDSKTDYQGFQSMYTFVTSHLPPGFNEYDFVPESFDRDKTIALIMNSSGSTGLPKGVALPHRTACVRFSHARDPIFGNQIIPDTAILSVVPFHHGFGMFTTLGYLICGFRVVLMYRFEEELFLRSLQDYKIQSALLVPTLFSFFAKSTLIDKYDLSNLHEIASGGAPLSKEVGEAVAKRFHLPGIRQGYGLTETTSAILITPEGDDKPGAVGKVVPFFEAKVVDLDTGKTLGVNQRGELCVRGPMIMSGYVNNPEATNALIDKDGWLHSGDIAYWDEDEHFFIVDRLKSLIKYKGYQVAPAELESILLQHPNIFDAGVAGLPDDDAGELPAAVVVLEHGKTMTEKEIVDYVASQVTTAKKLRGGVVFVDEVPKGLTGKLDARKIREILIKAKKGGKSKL
#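 Compounds were tested as concentration series (qHTS) against purified P. pyralis luciferase with luciferin and 10 uM ATP in 50 mM imidazole pH 7.2, 50 mM KCl, 7 mM MgCl2, 0.01% Tween 20, 0.05% BSA. Luminescence was read after 8 min at ambient temperature.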
# Starred values were filed as active, the others as inactive; i = inactive; u = inconclusive; x = no result given; [ ] = another dose, or the depositor's remark. Unless noted, calls come from the whole dose curve; as a rule, active = well fitted curve in the direction sought with a large enough effect; inconclusive = small, poorly fitted or top-dose-only effect, or another doubt; inactive = no such curve, though single readings can be large; an effect the other way counts as inactive or inconclusive.
SMILES,Fluorescein autfl,USP2a inh,Rhodamine autofl,Texas Red fluor,ERK AVP block,HEK293 cAMP ctrl,Casp7 inh,HADH2 inhib,Caspase-1 inhib,Tau fil binding,Luciferase inh
COC(=O)C1=C(C)NC(=O)C1(NC(=O)CN1CCCC1=O)C(F)(F)F (configuration not stated),u,-2.3%,i,i,1.8%,0.9%,-2.7%,-8.8%,-0.4%,2.1%,4.0%
CC(=O)N(CCCN(C)C)CCC(C)CCC=C(C)C (configuration not stated),x,u,x,x,18.2%,14.1%,0.0%,5.5%,-2.5%,-24.6%,2.4%
CCOC(=O)N1CCN(C(=O)CCCn2nc(C)c3sc4ccccc4c3c2=O)CC1,i,21.7%,i,u,16.2%,17.0%,-2.0%,-6.5%,-1.0%,4.2%,-1.0%
COc1ccc(N2CC(C(=O)NCc3ccccc3)CC2=O)cc1 (configuration not stated),i,-0.7%,i,i,4.8%,0.4%,-0.2%,10.3%,1.1%,-8.7%,1.6%
CCSCc1nnc(SCC(=O)c2ccc(OC)cc2)n1C,i,2.0%,i,u,-14.3%,10.1%,2.1%,-22.7%,-0.6%,-8.6%,1.6%
N#Cc1nc(N2CCCCC2)nc(N2CCOCC2)n1,u,-6.2%,i,i,u,15.0%,-0.7%,u,-1.1%,2.51µM*,0.5%
CCC(C)NC(=O)CSC1=Nc2ccccc2C2=NC(CC(=O)NCc3ccc(F)cc3)C(=O)N12 (configuration not stated),i,13.3%,i,i,23.3%,3.6%,-0.8%,20µM*,-3.1%,-7.8%,-0.9%
COc1ccc(CCNC(=O)c2[nH]c(C)c(C(C)=O)c2C)cc1OC,i,14.6%,i,i,7.7%,-2.2%,2.4%,3.6%,-1.6%,-0.4%,-3.6%
CC(CCN(C)C)OC(=O)c1ccc(C(C)c2ccccc2)o1 (configuration not stated),i,x,i,i,-2.6%,19.3%,2.7%,0.1%,-1.0%,-18.9%,-4.3%
NS(=O)(=O)c1cc(C(=O)O)c(Cl)c([N+](=O)[O-])c1Cl,u,x,i,i,21.0%[11.5 µM],-3.7%[11.4 µM],1.9%[11.5 µM],11.6%[11.4 µM],-3.0%[11.5 µM],9.1%[11.4 µM],2.7%[11.4 µM]
CCN(C(=O)Cc1cccs1)c1nnc(-c2cccnc2)s1,i,12.3%,i,i,5.7%,-4.1%,-0.4%,11.0%,2.5%,2.8%,-0.8%
O=C(NCCN1C(=O)CSC1=O)C1CC(=O)N(c2ccccc2)C1 (configuration not stated),u,-1.2%,i,i,-2.4%,4.8%,1.4%,2.1%,-1.4%,0.2%,0.1%

# Entries listed so far printed as active in HADH2 inhib:
molecule | Rhodamine autofl | Texas Red fluor | Casp7 inh | HADH2 inhib | Caspase-1 inhib | Tau fil binding | Luciferase inh
CCC(C)NC(=O)CSC1=Nc2ccccc2C2=NC(CC(=O)NCc3ccc(F)cc3)C(=O)N12 (configuration not stated) | i | i | -0.8% | 20µM* | -3.1% | -7.8% | -0.9%

# Additional records follow.
SMILES,Fluorescein autfl,USP2a inh,Rhodamine autofl,Texas Red fluor,ERK AVP block,HEK293 cAMP ctrl,Casp7 inh,HADH2 inhib,Caspase-1 inhib,Tau fil binding,Luciferase inh
O=C1c2oc3ccccc3c(=O)c2C(c2ccc(Br)cc2)N1c1ncccn1 (configuration not stated),i,10.0%,i,i,-8.9%,-8.0%,-0.4%,-0.5%,0.8%,-21.2%,0.8%
CC(C)C1(C)C(=O)N=C2c3ccccc3C(=O)N21 (configuration not stated),i,-4.5%,i,u,6.0%,7.1%,1.0%,-6.2%,4.4%,5.3%,1.1%
CCOC(=O)c1sc(NC(=O)CSc2nnc(-c3ccc(OC)cc3)n2CCOC)nc1C,u,24.6%,i,u,-2.9%,4.7%,-1.0%,2.5%,-1.3%,14.0%,-2.5%
COc1ccccc1OCc1nc(C#N)c(N2CC(C)CC(C)C2)o1 (configuration not stated),x,x,x,x,-13.3%,12.6µM*,-0.9%,-2.4%,1.4%,16.7%,-5.9%
CCCCOCCCNS(=O)(=O)Cc1ccccc1,x,13.0%[7.66 µM],x,x,9.0%,3.5%[11.4 µM],-0.5%,-1.0%[11.4 µM],-0.8%,-9.3%[11.4 µM],0.5%
Cc1cc(C)n(Cc2ccc(F)cc2)c(=O)c1C#N,i,0.0%,i,u,3.1%,9.3%,0.0%,-2.1%,4.3%,0.7%,2.2%
CCC(=O)Nc1cc2nn(-c3ccccc3)nc2cc1Cl,u,4.2%,i,u,-10.5%,4.1%,-0.9%,5.9%,4.1%,6.2%,u
CCCCC(=O)Nc1ccc(NC(=O)C2CC2)nc1,u,-3.8%,i,u,0.3%,7.0%,-1.0%,-2.2%,2.3%,-14.7%,-2.6%
Nc1nc(Cl)nc2c1ncn2[C@@H]1O[C@@H](COP(=O)(O)OP(=O)(O)OP(=O)(O)O)[C@@H](O)[C@H]1O,i,-0.2%,i,i,15.0%,-5.2%,0.7%,0.8%,3.2%,-9.8%,1.2%
O=C(CN1CCN(c2ccccn2)CC1)N(c1ccccc1)c1ccc2ccccc2c1,u,28.3%,i,u,-5.3%,u,-15.3%,2.2%,-3.6%,-2.7%,4.0%
O=S(=O)(c1cccs1)N1CCN(Cc2ccccc2)CC1,i,-3.9%,i,i,4.1%,8.7%,2.5%,12.1%,-0.8%,-3.7%,1.0%
COc1ccc(C2CC(c3ccc(Cl)cc3)Nc3nc(NC(=O)c4ccco4)nn32)cc1 (configuration not stated),i,43.8%[activator],i,i,u,4.5%,-5.6%,5.9%,-1.4%,52.4%,1.2%
O=C(Nc1c2c(nn1-c1ccc(F)cc1)CSC2)c1ccc(S(=O)(=O)N2CCOCC2)cc1,u,-11.2%,i,i,-26.8%,-4.9%,-8.6%,7.4%,-4.1%,23.9%,1.4%
O=C(NC12CC3CC(CC(C3)C1)C2)c1cnccn1,1.09e-08M*,2.0%,i,u,-11.5%,11.6%,-0.9%,-26.4%,-1.2%,32.8%,2.1%
O=CN1CCN(C(=O)c2ccccc2F)CC1,x,4.2%,x,x,-6.5%,0.0%,-1.0%,-2.0%,-1.6%,0.8%,0.9%
CCC(=O)c1ccc(N2CCCCCC2)c(F)c1,x,-6.9%,x,x,-6.8%,26.4%,-0.9%,-6.2%,-3.1%,16.5%,-17.7%
Cc1nn(C)c(C)c1S(=O)(=O)N(CC(=O)Nc1ccccn1)c1ccc(C(C)C)cc1,x,x,x,x,-18.9%,16.8%,-5.3%,2.5%,-0.1%,11.0%,0.7%
Cc1noc(-c2ccccc2OC(=O)c2ccccc2)n1,x,-0.8%,x,x,17.1%,14.4%,0.5%,-21.5%,-0.1%,-1.2%,3.9%
O=C(NCc1cccnc1)c1cnn2ccccc12,x,x,x,x,-6.6%,3.3%,-0.4%,18.9%,2.3%,-8.4%,-2.2%
COc1ccc(-c2nc(-c3cccc(C)c3)no2)cc1OC,u,9.9%,i,i,-24.1%,17.2%,0.8%,-15.7%,-1.8%,199.9%,-11.8%
c1ccc(-n2ncc3c(NCc4ccc5c(c4)OCO5)ncnc32)cc1,i,13.3%,i,i,u,5.1%,-2.0%,2.9%,-3.1%,124.6%,0.9%
Cc1onc(-c2ccccc2Cl)c1C(=O)NCc1ccc(S(N)(=O)=O)cc1,x,-3.1%,x,x,23.7%,-0.9%,-3.1%,8.0%,0.0%,-1.9%,1.3%
c1ccc(OCCSc2ncnc3nc[nH]c23)cc1,x,-0.1%,x,x,-8.6%,u,0.0%,2.7%,-0.3%,-6.4%,-7.4%
COc1cc(C(=O)O)cc(OC)c1OCc1cc(C(=O)O)oc1C,x,-9.5%,x,x,-2.1%,2.2%,-3.2%,u,3.3%,4.6%,0.3%
Cc1cc(C)nc(-n2nc(C)cc2NC(=O)CN2CCCC(C)C2)n1 (configuration not stated),u,15.6%,i,u,-18.7%,u,-1.7%,11.0%,1.5%,24.6%,-0.3%
O=C(COC(=O)c1ccccc1NC(=O)c1ccco1)Nc1ccc2c(c1)OCO2,i,27.8%,i,i,u,u,-0.6%,-6.4%,-4.3%,77.8%,-7.7%

# A portion of the library (hit frequency here may not be typical).
